PAFAH1B3 inh = PAFAH1B3 enzyme inhibitors, primary screen, biochemical, fluorescence polarization, human; hit rate 0.28% among 340,000; Platelet-activating factor acetylhydrolase IB subunit alpha1 (Homo sapiens), Q15102; inhibition, % at 3.39 µM; AID 492972, 2010; recombinant PAFAH1B3, FP-rhodamine probe;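 active means inhibition above the screen-wide average of all tested compounds plus 3 SD, cut at about 25% in these data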;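 further: 0% = enzyme with DMSO only and 100% = wells lacking PAFAH1B3 protein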
Target sequence (Q15102 whole entry, looked up): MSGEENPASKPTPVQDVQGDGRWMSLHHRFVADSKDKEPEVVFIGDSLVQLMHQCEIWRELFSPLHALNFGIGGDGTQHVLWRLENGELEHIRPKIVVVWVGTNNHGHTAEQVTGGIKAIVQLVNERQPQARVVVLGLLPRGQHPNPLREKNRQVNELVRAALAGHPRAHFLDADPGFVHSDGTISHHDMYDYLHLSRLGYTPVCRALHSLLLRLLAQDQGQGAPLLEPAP
PREPL inh = PREPL enzyme inhibitors, primary screen, biochemical, fluorescence polarization. Prolyl endopeptidase-like (Homo sapiens), Q4J6C6. recombinant PREPL, fluorescence polarization activity-based probe. inhibition, % at 5.96 µM. hit rate 0.68% among 320,000. AID 2751, 2010; in the data active means inhibition above about 43%;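 further: 0% = enzyme with DMSO and 100% = wells lacking enzyme; many of its hits are not listed in these tables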
pPAFAH FP inh = pPAFAH enzyme inhibitors, primary screen, biochemical, fluorescence polarization, human | recombinant pPAFAH, FP-rhodamine probe fluorescence polarization | hit rate 1.5% among 330,000 | inhibition, % at 3.39 µM | Platelet-activating factor acetylhydrolase (Homo sapiens), Q13093;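 active means inhibition above the mean inhibition across the screen plus 3 SD, cut at about 25% in these data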;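 further: inhibitors block binding of the rhodamine activity-based probe so polarization drops; 0% = enzyme with DMSO and 100% = wells lacking pPAFAH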
Target sequence (Q13093 whole entry, looked up): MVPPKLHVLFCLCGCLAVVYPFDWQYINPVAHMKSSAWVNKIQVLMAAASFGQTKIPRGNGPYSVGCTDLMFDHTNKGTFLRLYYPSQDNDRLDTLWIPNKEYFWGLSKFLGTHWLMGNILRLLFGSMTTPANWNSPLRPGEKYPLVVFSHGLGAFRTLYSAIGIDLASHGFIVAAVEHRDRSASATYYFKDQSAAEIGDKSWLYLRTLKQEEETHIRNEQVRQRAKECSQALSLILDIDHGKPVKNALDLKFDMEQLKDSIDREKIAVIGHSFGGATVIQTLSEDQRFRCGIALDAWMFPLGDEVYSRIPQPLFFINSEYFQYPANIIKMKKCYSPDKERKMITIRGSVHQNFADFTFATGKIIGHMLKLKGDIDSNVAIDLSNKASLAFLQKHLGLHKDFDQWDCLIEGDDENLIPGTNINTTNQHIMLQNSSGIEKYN
PAFAH2 inh = PAFAH2 enzyme inhibitors, primary screen, biochemical, fluorescence polarization, human | Platelet-activating factor acetylhydrolase 2, cytoplasmic (Homo sapiens), Q99487 | recombinant PAFAH2, FP-rhodamine activity probe | inhibition, % at 3.39 µM | hit rate 0.99% among 340,000 | AID 492956, 2010;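 active means inhibition above the mean over all tested compounds plus 3 SD, cut at about 30% in these data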;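 further: inhibitors block probe labeling of enzyme so polarization drops; 0% = enzyme with DMSO and 100% = wells lacking PAFAH2 protein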
LYPLA1 counter = LYPLA1 inhibitors, primary screen, counter-screen for PME1 inhibitor project, biochemical, fluorescence polarization, FP-Rh probe ABPP | hit rate 0.16% among 320,000 | AID 2174, 2009 | recombinant LYPLA1 | Acyl-protein thioesterase 1 (Homo sapiens), O75608 | inhibition, % at 5.9 µM;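 active means inhibition above the mean of all tested compounds plus 3 SD, set per campaign, cut at about 14% in these data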;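 further: inhibitors block serine hydrolase probe labeling of LYPLA1 so polarization falls; 0% = enzyme with DMSO and 100% = wells lacking LYPLA1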
ZTA DNA inh = ZTA (EBV) inhibition in EBNA-1 counter-screen; ZTA-DNA binding, fluorescence polarization; inhibition, % at 11 µM; hit rate 0.15% among 320,000; AID 2234; in the data active means inhibition above about 33%
Target sequence (P03206 whole entry, looked up): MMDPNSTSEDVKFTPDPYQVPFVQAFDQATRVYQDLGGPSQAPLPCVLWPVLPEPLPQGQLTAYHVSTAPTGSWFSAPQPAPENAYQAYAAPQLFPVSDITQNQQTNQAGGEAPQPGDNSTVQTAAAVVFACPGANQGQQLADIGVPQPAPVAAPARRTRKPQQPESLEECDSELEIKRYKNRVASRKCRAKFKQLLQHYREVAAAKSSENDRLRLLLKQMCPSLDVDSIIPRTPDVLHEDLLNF
EBNA-1 inh = EBNA-1 DNA-binding inhibitors, primary screen, biochemical, fluorescence polarization. inhibition, % at 14.8 µM. hit rate 0.34% among 300,000. AID 1950, 2009; in the data active means inhibition above about 28%
PAFAH1B2 FP inh = PAFAH1B2 enzyme inhibitors, primary screen, biochemical, fluorescence polarization, human | Platelet-activating factor acetylhydrolase IB subunit alpha2 (Homo sapiens), P68402 | recombinant PAFAH1B2, FP-rhodamine activity probe | inhibition, % at 3.39 µM | hit rate 1.2% among 340,000;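 active means inhibition above the mean of all tested compounds plus 3 SD, cut at about 24% in these data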;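 further: 0% = enzyme with DMSO and 100% = wells lacking PAFAH1B2; many of its hits are not listed in these tables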
LYPLA2 counter = LYPLA2 inhibitors, primary screen, counter-screen for PME1 inhibitor project, biochemical, fluorescence polarization, FP-Rh probe ABPP; recombinant LYPLA2; inhibition, % at 5.9 µM; hit rate 0.38% among 320,000;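 active means inhibition above the screen-wide mean plus 3 SD, limit set per campaign, cut at about 26% in these data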;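 further: 0% = LYPLA2 with DMSO and 100% = wells lacking LYPLA2 enzyme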
* marks the source's active call; other numbers are inactive results. These rows are one share of the data (hit frequency here may not be typical).

Screening CN(Cc1ccccc1)C(=O)CN(C)S(=O)(=O)c1ccc(F)cc1 returned PAFAH1B3 inh 0, PREPL inh -1, pPAFAH FP inh 5, PAFAH2 inh 2, LYPLA1 counter -1, ZTA DNA inh 4, EBNA-1 inh 8, PAFAH1B2 FP inh 0 and LYPLA2 counter 2.
Cc1ccccc1-c1noc(C2CCCCC2)n1 was read as PAFAH1B3 inh 16, PREPL inh 1, pPAFAH FP inh 7, PAFAH2 inh 5, LYPLA1 counter 3, ZTA DNA inh -1, EBNA-1 inh 0, PAFAH1B2 FP inh 5 and LYPLA2 counter 6.
For COc1ccc(NS(=O)(=O)c2ccc(NS(=O)(=O)c3cccc(C(=O)O)c3)cc2)cc1 the results were PAFAH1B3 inh 0, PREPL inh -1, pPAFAH FP inh 15, PAFAH2 inh 8, LYPLA1 counter -4, ZTA DNA inh 5, EBNA-1 inh 3, PAFAH1B2 FP inh 2 and LYPLA2 counter -9.
`CCOC(=O)N1CCN(C(=O)CCCCn2c(=S)[nH]c3ccsc3c2=O)CC1` gave PAFAH1B3 inh -2, PREPL inh 5, pPAFAH FP inh -1, PAFAH2 inh -4, LYPLA1 counter 0, ZTA DNA inh -15, EBNA-1 inh -4, PAFAH1B2 FP inh -5 and LYPLA2 counter 6.
COc1ccc(C)cc1NC(=O)CCCN1C(=O)C2CC=CCC2C1=O (stereo not given) was read as PAFAH1B3 inh 5, PREPL inh 5, pPAFAH FP inh -1, PAFAH2 inh 0, LYPLA1 counter 0, ZTA DNA inh 2, EBNA-1 inh 9, PAFAH1B2 FP inh 3 and LYPLA2 counter 3.
For Cc1c(Cl)cccc1NC(=S)NCc1ccc(F)cc1 the results were PAFAH1B3 inh 8, PREPL inh -9, pPAFAH FP inh 6, PAFAH2 inh 2, LYPLA1 counter -4, ZTA DNA inh -20, EBNA-1 inh -8, PAFAH1B2 FP inh 3 and LYPLA2 counter -5.
CC1=NNC(=O)C1CC(=O)N/N=C/c1ccncc1 (stereo not given) was read as PAFAH1B3 inh 14, PREPL inh 14, pPAFAH FP inh 2, PAFAH2 inh -1, LYPLA1 counter 3, ZTA DNA inh 17, EBNA-1 inh 0, PAFAH1B2 FP inh -2 and LYPLA2 counter 8.
CCOC(=O)c1cc2c(ccn2C)n1Cc1cc(C)ccc1C was read as PAFAH1B3 inh 2, PREPL inh -8, pPAFAH FP inh 8, PAFAH2 inh 3, LYPLA1 counter 1, ZTA DNA inh 3, EBNA-1 inh -9, PAFAH1B2 FP inh 8 and LYPLA2 counter 3.
For CN(C)c1nc2c(c(=O)n(C)c(=O)n2C)n1CC(=O)c1cccs1 the results were PAFAH1B3 inh 2, PREPL inh 20, pPAFAH FP inh -1, PAFAH2 inh -3, LYPLA1 counter 1, ZTA DNA inh -5, EBNA-1 inh -2, PAFAH1B2 FP inh 2 and LYPLA2 counter 5.
Screening CC1CCc2nc(NC(=O)c3ccc(S(=O)(=O)N4CCCc5ccccc54)cc3)sc2C1 (stereo not given) returned PAFAH1B3 inh 6, PREPL inh 1, pPAFAH FP inh 5, PAFAH2 inh -1, LYPLA1 counter -2, ZTA DNA inh -5, EBNA-1 inh 13, PAFAH1B2 FP inh -2 and LYPLA2 counter 0.
OCCn1c(CSc2nnc(-c3ccco3)n2-c2ccccc2)nc2ccc(Cl)cc21 was read as PAFAH1B3 inh -1, PREPL inh 5, pPAFAH FP inh 10, PAFAH2 inh -3, LYPLA1 counter -8, ZTA DNA inh 7, EBNA-1 inh 5, PAFAH1B2 FP inh 5 and LYPLA2 counter 1.
`N#CC1(NC(=O)Cn2cc(C(F)(F)F)cc(Cl)c2=O)CCCCC1` gave PAFAH1B3 inh 6, PREPL inh 0, pPAFAH FP inh 3, PAFAH2 inh -5, LYPLA1 counter 6, ZTA DNA inh -9, EBNA-1 inh -5, PAFAH1B2 FP inh 1 and LYPLA2 counter 10.
`N#Cc1c(N)nc2c(c1-c1cccs1)CCCC2` gave PAFAH1B3 inh 1, PREPL inh -2, pPAFAH FP inh 3, PAFAH2 inh 4, LYPLA1 counter -4, ZTA DNA inh -9, EBNA-1 inh -3, PAFAH1B2 FP inh 7 and LYPLA2 counter 1.
Screening CC(C)(C)c1ccc(CSc2nc(N)cc(=O)[nH]2)cc1 returned PAFAH1B3 inh 2, PREPL inh 14, pPAFAH FP inh 2, PAFAH2 inh 5, LYPLA1 counter -5, ZTA DNA inh 21, EBNA-1 inh 2, PAFAH1B2 FP inh 7 and LYPLA2 counter 2.
Screening N/C(=N\S(=O)(=O)c1cccs1)c1ccccc1Cl returned PAFAH1B3 inh 11, PREPL inh 20, pPAFAH FP inh 3, PAFAH2 inh 5, LYPLA1 counter 4, ZTA DNA inh 1, EBNA-1 inh 10, PAFAH1B2 FP inh 0 and LYPLA2 counter 10.

The list goes on, starting with the last 2 of the part before.
Screening CC(C)(C)c1ccc(CSc2nc(N)cc(=O)[nH]2)cc1 returned PAFAH1B3 inh 2, PREPL inh 14, pPAFAH FP inh 2, PAFAH2 inh 5, LYPLA1 counter -5, ZTA DNA inh 21, EBNA-1 inh 2, PAFAH1B2 FP inh 7 and LYPLA2 counter 2.
Screening N/C(=N\S(=O)(=O)c1cccs1)c1ccccc1Cl returned PAFAH1B3 inh 11, PREPL inh 20, pPAFAH FP inh 3, PAFAH2 inh 5, LYPLA1 counter 4, ZTA DNA inh 1, EBNA-1 inh 10, PAFAH1B2 FP inh 0 and LYPLA2 counter 10.
For CC(C)n1ncc(C(N)=O)c1N the results were PAFAH1B3 inh -3, PREPL inh -6, pPAFAH FP inh 2, PAFAH2 inh 8, LYPLA1 counter -2, ZTA DNA inh -6, EBNA-1 inh 0, PAFAH1B2 FP inh -2 and LYPLA2 counter 0.
Screening CCOC(=O)c1nc(-c2ccccc2)sc1C(C)=O returned PAFAH1B3 inh 3, PREPL inh 5, pPAFAH FP inh 2, PAFAH2 inh 3, LYPLA1 counter 2, ZTA DNA inh 1, EBNA-1 inh -2, PAFAH1B2 FP inh 4 and LYPLA2 counter 8.
c1ccc(OCc2nc(-c3ccncc3)no2)cc1 was read as PAFAH1B3 inh 9, PREPL inh -4, pPAFAH FP inh -1, PAFAH2 inh 4, LYPLA1 counter -3, ZTA DNA inh 10, EBNA-1 inh 11, PAFAH1B2 FP inh 3 and LYPLA2 counter -4.
`Cc1ccc(C(=O)Nc2ccc(NC(=O)c3ccc(C)o3)cc2)o1` gave PAFAH1B3 inh 14, PREPL inh 11, pPAFAH FP inh -1, PAFAH2 inh 0, LYPLA1 counter 5, ZTA DNA inh -7, EBNA-1 inh 10, PAFAH1B2 FP inh 0 and LYPLA2 counter -2.
Screening Oc1ccc(-n2cnnn2)cc1 returned PAFAH1B3 inh 4, PREPL inh 0, pPAFAH FP inh 4, PAFAH2 inh 6, LYPLA1 counter -1, ZTA DNA inh 5, EBNA-1 inh 14, PAFAH1B2 FP inh 4 and LYPLA2 counter 2.
O=C(Nc1ccc(Oc2ccc(S(=O)(=O)N3CCOCC3)cn2)cc1)c1ccco1 was read as PAFAH1B3 inh 0, PREPL inh 8, pPAFAH FP inh -4, PAFAH2 inh 3, LYPLA1 counter 1, ZTA DNA inh 6, EBNA-1 inh 1, PAFAH1B2 FP inh 0 and LYPLA2 counter 10.
For Cc1cccc(N2CCN(S(=O)(=O)c3ccc(-c4cc(C)no4)s3)CC2C)c1 (stereo not given) the results were PAFAH1B3 inh 15, PREPL inh -2, pPAFAH FP inh 0, PAFAH2 inh -2, LYPLA1 counter 2, ZTA DNA inh -5, EBNA-1 inh -16, PAFAH1B2 FP inh -3 and LYPLA2 counter 7.
For Cn1ccnc1SCC(=O)NC1CC1 the results were PAFAH1B3 inh -1, PREPL inh -1, pPAFAH FP inh 3, PAFAH2 inh -3, LYPLA1 counter -2, ZTA DNA inh 16, EBNA-1 inh 6, PAFAH1B2 FP inh -3 and LYPLA2 counter 2.
`CC(=O)NCCC1CCN(C(=O)c2cc(COc3ccc(C)nc3)on2)CC1` gave PAFAH1B3 inh 5, PREPL inh 1, pPAFAH FP inh 0, PAFAH2 inh 0, LYPLA1 counter 3, ZTA DNA inh 1, EBNA-1 inh -9, PAFAH1B2 FP inh 1 and LYPLA2 counter 0.
COc1ccc(OCC(=O)Nc2ccc(N3CCOCC3)cc2)c([N+](=O)[O-])c1 was read as PAFAH1B3 inh 6, PREPL inh 18, pPAFAH FP inh 4, PAFAH2 inh -1, LYPLA1 counter 2, ZTA DNA inh 19, EBNA-1 inh 7, PAFAH1B2 FP inh 4 and LYPLA2 counter 8.
`Nc1cc2c(cc1[N+](=O)[O-])OCO2` gave PAFAH1B3 inh 5, PREPL inh 13, pPAFAH FP inh 8, PAFAH2 inh 2, LYPLA1 counter -1, ZTA DNA inh -8, EBNA-1 inh -2, PAFAH1B2 FP inh 6 and LYPLA2 counter 7.
Screening CCN(CC(=O)NC1CCS(=O)(=O)C1)C(=O)C(c1ccccc1)c1ccccc1 (stereo not given) returned PAFAH1B3 inh 2, PREPL inh -6, pPAFAH FP inh 4, PAFAH2 inh 8, LYPLA1 counter -2, ZTA DNA inh -12, EBNA-1 inh 6, PAFAH1B2 FP inh 7 and LYPLA2 counter -2.
Screening COc1cc(OC)cc(C(=O)N[C@H](C(=O)NC23CC4CC(CC(C4)C2)C3)C(C)C)c1 returned PAFAH1B3 inh -2, PREPL inh 5, pPAFAH FP inh 5, PAFAH2 inh -12, LYPLA1 counter -6, ZTA DNA inh 10, EBNA-1 inh -3, PAFAH1B2 FP inh 4 and LYPLA2 counter -4.
Screening Cc1ccc(S(=O)(=O)N(C)c2ccccc2C(=O)N2CCOCC2)cc1 returned PAFAH1B3 inh 5, PREPL inh 4, pPAFAH FP inh 10, PAFAH2 inh -5, LYPLA1 counter 1, ZTA DNA inh 5, EBNA-1 inh -4, PAFAH1B2 FP inh -5 and LYPLA2 counter 1.
For O=C(NC(=S)Nc1ccc2oc(=O)ccc2c1)c1ccc(-c2cccc(Cl)c2Cl)o1 the results were PREPL inh 16, pPAFAH FP inh 3, LYPLA1 counter 3, ZTA DNA inh -6, EBNA-1 inh 3 and LYPLA2 counter -2.
Screening CCCCN(CCCC)CCNC(=O)c1cn(CC)c2ccc(S(=O)(=O)N3CCc4ccccc4C3)cc2c1=O returned PAFAH1B3 inh -5, PREPL inh 12, pPAFAH FP inh 0, PAFAH2 inh -4, LYPLA1 counter -2, ZTA DNA inh 5, EBNA-1 inh -15, PAFAH1B2 FP inh 1 and LYPLA2 counter 3.
O=C(NCc1ccco1)c1cc2ccccc2c(=O)o1 was read as PAFAH1B3 inh 4, PREPL inh 0, pPAFAH FP inh 3, PAFAH2 inh 13, LYPLA1 counter 1, ZTA DNA inh 19, EBNA-1 inh 0, PAFAH1B2 FP inh 4 and LYPLA2 counter 4.
For COc1cc(C(=O)Nc2cccc(C)c2C)ccc1OCC(=O)N1CCOCC1 the results were PAFAH1B3 inh 14, PREPL inh 5, pPAFAH FP inh 1, PAFAH2 inh 6, LYPLA1 counter 0, ZTA DNA inh 2, PAFAH1B2 FP inh 3 and LYPLA2 counter 2.

Screens as filed in PubChem.
